# Bioassay records from PubChem BioAssay.
# SENP7 inh: blocks the human protease SENP7. recombinant SENP7, Z-RLRGG-aminoluciferin luminescence, 40 min. inhibition, % at 5 µM. 330,000 compounds, 1.5% hits. Q9BQF6. AID 434973;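 active = inhibition above about 50% at the single test dose, limit read from the data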;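 also: plate controls were DMSO with enzyme for no effect and no enzyme buffer wells for full effect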
# SENP8 block-1: blocks the human protease SENP8. purified SENP8, Z-RLRGG-aminoluciferin cleavage, luminescence. inhibition, % at 10 µM. 330,000 compounds, 1.2% hits. AID 2540; in the data active = inhibition above about 50%
# Target sequence (Q96LD8 whole entry, looked up): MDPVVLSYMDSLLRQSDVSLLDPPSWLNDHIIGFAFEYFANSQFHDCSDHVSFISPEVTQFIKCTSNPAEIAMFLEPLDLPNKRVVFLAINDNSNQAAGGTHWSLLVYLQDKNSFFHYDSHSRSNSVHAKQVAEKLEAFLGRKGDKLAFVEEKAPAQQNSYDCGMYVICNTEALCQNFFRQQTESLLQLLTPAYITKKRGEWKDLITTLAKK
# A3G deaminase: inhibitors of human APOBEC3G DNA deaminase; Q9HC16; 330,000 compounds, 0.28% hits; recombinant A3G, ssDNA deamination FAM/TAMRA fluorescence; inhibition, % at 20 µM;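 active = inhibition of at least 40% at 20 µM, with no more than 30% in the related APOBEC3A deaminase screen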;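 also: plate controls were DMSO wells with A3G for no effect and wells lacking A3G enzyme for full effect; some compounds called inactive have numbers as strong as hits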
# Target sequence (Q9HC16 whole entry, looked up): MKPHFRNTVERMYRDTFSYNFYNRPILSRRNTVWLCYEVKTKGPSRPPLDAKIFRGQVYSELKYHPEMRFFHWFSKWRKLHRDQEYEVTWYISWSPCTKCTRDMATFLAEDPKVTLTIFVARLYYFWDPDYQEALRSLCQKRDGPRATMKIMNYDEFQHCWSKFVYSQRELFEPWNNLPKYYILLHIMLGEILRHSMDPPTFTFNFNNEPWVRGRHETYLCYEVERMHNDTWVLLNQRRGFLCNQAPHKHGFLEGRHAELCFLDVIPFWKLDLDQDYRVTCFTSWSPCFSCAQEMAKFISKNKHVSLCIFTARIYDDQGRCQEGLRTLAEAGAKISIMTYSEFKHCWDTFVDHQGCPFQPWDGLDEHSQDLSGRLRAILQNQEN
# UBC13 inh: human UBC13 polyubiquitination inhibition. P61088. UBC13 polyubiquitin chain formation, TR-FRET. inhibition, % at 20 µM. 330,000 compounds, 0.47% hits; in the data active = inhibition above about 45%, passing the limit was not always enough
# Target sequence (P61088 whole entry, looked up): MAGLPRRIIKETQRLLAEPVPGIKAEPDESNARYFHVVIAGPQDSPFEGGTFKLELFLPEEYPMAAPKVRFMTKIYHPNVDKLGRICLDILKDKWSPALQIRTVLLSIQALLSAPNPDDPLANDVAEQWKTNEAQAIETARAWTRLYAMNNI
# SENP8 block-2: blocks human SENP8 cleavage of Nedd8 substrate; 360,000 compounds, 0.64% hits; recombinant SENP8, Nedd8 substrate fluorescence; inhibition, % at 20 µM; AID 602440; in the data active = inhibition mostly above about 40%, no sharp cut-off; inactive = mostly below about 27%
# Apaf1 inhib: human Apaf-1 inhibition; O14727; reconstituted apoptosome caspase-3 activity, DEVD-Rh110 fluorescence; inhibition, % at 20 µM; 330,000 compounds, 0.71% hits; AID 489030; active = inhibition of at least 40% at 20 µM;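 also: plate controls were DMSO wells for no effect and DEVD-CHO caspase inhibitor wells for full effect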
#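 detection = Rh110 fluorescence intensity | test system = biochemical Apaf-1 apoptosome reconstitution | also added = cytochrome c and DEVD-Rh110 substrate | schedule = 30 min plus 50 min, RT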
# SENP6 block: SENP6 protease inhibition. AID 2599. Recombinant SENP6 catalytic domain, aminoluciferin luminescence. inhibition, % at 10 µM. 330,000 compounds, 1.8% hits. Q9GZR1;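 active = inhibition above about 50% at the single tested dose, limit read from the data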;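 also: plate controls were DMSO wells with enzyme for no effect and DMSO wells lacking enzyme for full effect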
# SENP1 inh: blocks the human SENP1 SUMO protease catalytic domain. Q9P0U3. recombinant SENP1 catalytic domain, CyPet-SUMO1-YPet FRET cleavage. inhibition, % at 10 µM. 360,000 compounds, 0.21% hits. AID 624204;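 active = inhibition at least 30% at 10 µM, raw YFP signal under a set limit, fluorescence ratio 0.5 to 1.5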;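 also: 0% = enzyme with DMSO and 100% = no enzyme wells; some results filed as inactive read as strong as hits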
# Target sequence (Q9P0U3 419-644 limits assumed): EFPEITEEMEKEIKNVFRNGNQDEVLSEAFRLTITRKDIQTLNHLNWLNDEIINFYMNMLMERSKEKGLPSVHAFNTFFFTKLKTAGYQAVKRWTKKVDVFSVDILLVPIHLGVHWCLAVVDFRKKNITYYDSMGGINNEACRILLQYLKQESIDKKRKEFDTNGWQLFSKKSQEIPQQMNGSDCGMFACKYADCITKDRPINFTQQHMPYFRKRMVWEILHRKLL
#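 Assay system – human recombinant His6-tagged SENP1 catalytic domain enzyme · Input – SENP1 enzyme, 20 pM final · Buffer or medium – Tris pH 8 buffer plus EDTA, NaCl, BME, BSA, NP40, catalase · Schedule – 50 min reaction at room temperature · Technique – FRET read of cyan and yellow fluorescence · Control set – no-enzyme wells low, DMSO-plus-enzyme wells high control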
# Starred values were filed as active, the others as inactive; . = not tested or not shown.
item	compound	SENP7 inh	SENP8 block-1	A3G deaminase	UBC13 inh	SENP8 block-2	Apaf1 inhib	SENP6 block	SENP1 inh
1	COC(=O)[C@@]1(Cc2ccc(F)cc2)[C@H]2c3cc(C(=O)N(C)C)n(CCSCCO)c3C[C@H]2CN1C(=O)c1ccccc1	-4	1	-4	8	.	16	-10	.
2	Cc1cc(N2CCN(C)CC2)nc2ccc(NC(=O)CCC(=O)NCCc3ccc(Cl)cc3)cc12	-2	-8	-6	13	-266	7	-20	-1
3	COC(=O)c1ccc(C)c(NS(=O)(=O)c2ccc3c(c2)OCCO3)c1	-5	-1	-3	8	9	-5	-3	0
4	COC(=O)c1ccc(CSc2nnc(NC(=O)C3CCCO3)s2)cc1 (configuration not stated)	-7	-11	-7	-4	6	0	-3	0
5	c1ccc(Cn2cc(CNc3ccccc3)nn2)cc1	0	-13	-5	3	9	3	-15	-6
6	O=C(COC(=O)c1cccc(Cl)c1Cl)NCc1cccs1	-7	-2	-4	9	7	4	-19	2
7	O=c1c2c(ncn1CCO)nc1n2CCC1	-7	-6	-6	7	2	-3	0	-2
8	CCn1c(SCC(=O)N(C)CCC#N)nc2cc(S(=O)(=O)N3CCOCC3)ccc21	-11	-1	-13	2	5	-1	-9	0
9	O=C(NCCc1c[nH]c2ccccc12)C(=O)NCC1OCCN1S(=O)(=O)c1cc(F)ccc1F (configuration not stated)	-1	5	-3	-3	14	-10	4	0
10	Cc1cccc(NS(=O)(=O)c2ccc(C)c(NS(=O)(=O)c3cccs3)c2)c1	11	-3	10	-1	-1	2	6	12
11	COc1ccc(S(=O)(=O)Nc2ccc(S(=O)(=O)Nc3cc(C)nc(C)n3)cc2)cc1OC	8	-3	-10	1	10	0	-1	-1
12	COc1cccc(CNC(=O)c2nnn(CC(=O)Nc3cccc(C)c3)c2N)c1	2	-7	-5	11	16	-8	-6	1

# Copied from the list:
# `COC(=O)c1ccc(CSc2nnc(NC(=O)C3CCCO3)s2)cc1` (configuration not stated) – UBC13 inh = -4
# `Cc1cc(N2CCN(C)CC2)nc2ccc(NC(=O)CCC(=O)NCCc3ccc(Cl)cc3)cc12` – A3G deaminase = -6

# 5 records drawn at random from the list so far, as already listed:
item	compound	SENP7 inh	SENP8 block-1	A3G deaminase	UBC13 inh	SENP8 block-2	Apaf1 inhib	SENP6 block	SENP1 inh
8	CCn1c(SCC(=O)N(C)CCC#N)nc2cc(S(=O)(=O)N3CCOCC3)ccc21	-11	-1	-13	2	5	-1	-9	0
4	COC(=O)c1ccc(CSc2nnc(NC(=O)C3CCCO3)s2)cc1 (configuration not stated)	-7	-11	-7	-4	6	0	-3	0
3	COC(=O)c1ccc(C)c(NS(=O)(=O)c2ccc3c(c2)OCCO3)c1	-5	-1	-3	8	9	-5	-3	0
9	O=C(NCCc1c[nH]c2ccccc12)C(=O)NCC1OCCN1S(=O)(=O)c1cc(F)ccc1F (configuration not stated)	-1	5	-3	-3	14	-10	4	0
1	COC(=O)[C@@]1(Cc2ccc(F)cc2)[C@H]2c3cc(C(=O)N(C)C)n(CCSCCO)c3C[C@H]2CN1C(=O)c1ccccc1	-4	1	-4	8	.	16	-10	.

# (more compounds)
item	compound	SENP7 inh	SENP8 block-1	A3G deaminase	UBC13 inh	SENP8 block-2	Apaf1 inhib	SENP6 block	SENP1 inh
13	COc1ccc(-c2ccccc2)cc1NC(=O)c1ccncc1	3	-1	-2	0	16	0	2	1
14	COC(CNC(=O)c1ccc2c(=O)n(Cc3ccc4c(c3)OCO4)c(=S)[nH]c2c1)OC	-7	-5	-11	2	22	7	-18	2
15	O=C(Nc1ccc(Cl)cc1C(=O)NCC1CCCO1)c1ccco1 (configuration not stated)	-1	-2	-3	7	-68	-13	14	1
16	COCCn1c(=O)c2cc3c(=O)n(CCOC)c(=O)c3cc2c1=O	-1	3	4	6	4	-15	14	0
17	Cc1cccnc1NC(=O)Nc1cccc(Cl)c1	27	-4	-9	3	16	-13	15	1
18	COc1ccccc1N(CC(=O)N/N=C/c1ccccc1C(=O)O)S(C)(=O)=O	1	1	-7	7	21	-21	3	4
19	NC(=O)CC(NC(=O)c1cccc(Br)c1)c1ccc(N2CCCCCC2)c([N+](=O)[O-])c1 (configuration not stated)	-2	0	8	-20	8	14	-7	0
20	COc1cc(C(=O)NNC(=O)c2cc(C)[nH]n2)cc(OC)c1OC	-1	2	3	5	5	2	8	-2
21	CCC(c1nnnn1C(C)(C)C)N1CCN(c2cc(Cl)ccc2C)CC1 (configuration not stated)	-6	-5	-4	5	24	20	-9	1
22	CCOc1ccc(CNC(=O)CCC(=O)n2ncc3ccc(Cl)cc32)cc1	7	-2	-2	-6	9	5	-8	0
23	Cc1ccc(CNS(=O)(=O)N(C)C)cc1	9	-1	1	-3	18	-2	-2	0
24	Cc1cc2ncc(C(=O)Nc3ccsc3C(=O)O)c(C)n2n1	-4	-14	-4	2	-25	-3	-11	1

# Part of the list above, limited to SENP8 block-2 and SENP1 inh.
No. | SMILES | SENP8 block-2 | SENP1 inh
18 | COc1ccccc1N(CC(=O)N/N=C/c1ccccc1C(=O)O)S(C)(=O)=O | 21 | 4
19 | NC(=O)CC(NC(=O)c1cccc(Br)c1)c1ccc(N2CCCCCC2)c([N+](=O)[O-])c1 (configuration not stated) | 8 | 0
20 | COc1cc(C(=O)NNC(=O)c2cc(C)[nH]n2)cc(OC)c1OC | 5 | -2

# (continued)
item	compound	SENP7 inh	SENP8 block-1	A3G deaminase	UBC13 inh	SENP8 block-2	Apaf1 inhib	SENP6 block	SENP1 inh
25	CCOc1ccccc1NC(=O)CC1(CC(=O)N2CCOCC2)CCCC1	0	7	-3	3	6	2	2	-2
26	CCOC(=O)C1CCN(C(=O)CCc2c(C)nc3ncnn3c2C)CC1	-3	10	1	4	9	-2	16	0
27	Cc1c(-n2c(CN3C(=O)c4ccccc4C3=O)nc3ccccc3c2=O)c(=O)n(-c2ccccc2)n1C	-4	-1	2	-6	20	-4	-6	0
28	CCOc1ccccc1NC(=O)c1c(NC(=O)CCC(=O)O)sc2c1CCCCC2	-1	5	-6	1	-48	22	14	-93
29	CCN1CCc2c(sc(NC(=O)c3ccc(S(=O)(=O)N4CC(C)OC(C)C4)cc3)c2C(N)=O)C1 (configuration not stated)	-1	5	-7	9	-33	-16	-5	-119
30	CCOc1ccc(C(C)NC(=O)c2ccc3c(c2)NC(=O)C(C)S3)cc1OCC (configuration not stated)	5	-6	-4	4	-4	3	-3	0
31	Cc1c2cnn(CC(=O)N3CCOCC3)c(=O)c2c(C)n1Cc1ccccc1F	3	-6	-4	-10	-20	0	1	-1
32	CC(C)(C)c1cc(NCCCn2ccnc2)n2ncc(-c3ccc(Cl)cc3)c2n1	-17	-10	-8	52*	-308	39	-40	3
33	Cc1cc(NC(=O)c2cccc(Cl)c2)n[nH]1	24	23	-6	0	10	-5	33	1
34	COc1cc(/C=N/NC(=O)c2cnccn2)ccc1O	-2	-6	0	-6	20	1	-5	0
35	COc1ccc(N2C(=O)CNC2=S)cc1	6	4	5	1	8	-1	5	-57
36	O=C(c1ccco1)N1CCN(Cc2ccccc2Br)CC1	1	5	-1	-3	0	3	0	2

# Record cards, as listed above. Order of screens: SENP7 inh	SENP8 block-1	A3G deaminase	UBC13 inh	SENP8 block-2	Apaf1 inhib	SENP6 block	SENP1 inh
# Profile of Cc1c2cnn(CC(=O)N3CCOCC3)c(=O)c2c(C)n1Cc1ccccc1F : 3	-6	-4	-10	-20	0	1	-1
# Profile of CC(C)(C)c1cc(NCCCn2ccnc2)n2ncc(-c3ccc(Cl)cc3)c2n1 : -17	-10	-8	52*	-308	39	-40	3
# Profile of COc1cc(/C=N/NC(=O)c2cnccn2)ccc1O : -2	-6	0	-6	20	1	-5	0

# Remaining list, next part.
item	compound	SENP7 inh	SENP8 block-1	A3G deaminase	UBC13 inh	SENP8 block-2	Apaf1 inhib	SENP6 block	SENP1 inh
37	Cc1ccccc1NC(=O)c1cc(=O)c2ccccc2o1	2	4	-2	6	11	0	16	2
38	C=CCNC(=O)C(=O)NCC1CCCN1S(=O)(=O)c1cccs1 (configuration not stated)	-3	2	-1	2	-10	5	-6	-5
39	Cc1ccc(NCc2nnc(SCC(=O)c3ccccc3)n2Cc2ccco2)c(C)c1	-1	-2	-3	4	10	29	-4	-9
40	CC(C)(C)c1ccc(C(=O)C2CCCN(C(=O)C3CCOCC3)C2)cc1 (configuration not stated)	-2	1	-3	0	-2	-1	-6	0
41	O=C(CSc1ncnc2c1cnn2-c1ccccc1)Nc1ccccc1	12	-3	-8	13	-15	-11	3	0
42	CCCC1=NN(C(=O)Cc2ccc(OC)cc2)C(O)(C(F)(F)F)C1 (configuration not stated)	-13	-8	-4	7	20	-4	1	-2
43	COc1cccc(CN(C)C(=O)c2cc(COc3ccc4ncccc4c3)on2)c1	9	-1	-7	27	3	6	0	4
44	N#Cc1ccc(-c2ccc(OCC(=O)NN=Cc3ccncc3)cc2)cc1	-1	4	-2	-5	-15	5	-4	-1
45	C/C(=C\c1ccc(C(=O)O)cc1)c1ccc2c(c1)C(C)(C)CCC2(C)C	5	17	0	-18	2	25	7	2
46	CCSc1nc2ccccc2c(=O)n1OCC(=O)OC	-7	-4	-1	-7	16	0	-10	3
47	CC(C)CN1CCN(Cc2cccc3cccnc23)CC1CCO (configuration not stated)	-8	-1	-5	-5	-16	3	-1	-6
48	COc1ccc(C(=O)N/C(=C\c2ccco2)C(=O)OCc2ccco2)cc1	12	-8	-10	-13	5	-1	-17	-1
49	COCc1cc(C)nc(N2CCN(Cc3ccccc3)CC2)c1C#N	11	-5	16	1	-4	2	-7	1
50	CCCN(CCC)C(=O)CC(c1ccccc1)c1ccco1 (configuration not stated)	-13	-10	-7	-2	14	13	-23	-6
51	O=C(N/C(=C/c1cccnc1)C(=O)N1CCOCC1)c1ccccc1Br	-3	-5	-7	2	5	-11	0	0
52	Cc1sc2ncn(CC(=O)OC(C)C(=O)NC(C)(C)C)c(=O)c2c1C (configuration not stated)	7	1	3	0	24	-1	6	0
53	O=S(=O)(NC1CCCCCC1)c1cccc(Cl)c1	5	-9	-2	-1	6	15	-9	1
54	COc1ccc(OCC(=O)Nc2ccc3c(c2)nc(CCN2CCC(C)CC2)n3C)cc1	4	7	0	-10	-2	16	-2	0
55	CC1CCC(NC(=O)CN(C)CC(=O)Nc2ccc(F)cc2)CC1 (configuration not stated)	4	4	-2	-4	13	5	-4	1
56	CC1CCCN(S(=O)(=O)c2cccc(C(=O)OCC(=O)N(C)Cc3c(F)cccc3Cl)c2)C1 (configuration not stated)	-13	-9	3	-13	7	35	-20	1
57	COc1cccc(NC(=O)CSc2nc(=O)n(CCN(C)C)c3c2CCCC3)c1	-1	5	-9	3	11	3	-2	0
58	COc1ccc(C(CNC(=O)CNC(=O)c2cc(OC)c(OC)c(OC)c2)N2CCOCC2)cc1 (configuration not stated)	3	3	-5	2	2	0	-2	0
59	CN(CCCNC(=O)COc1cc(=O)n(C)c2ccccc12)Cc1ccccc1	5	5	0	-2	24	15	16	2
60	CCCCn1c(N)c(N(CC(C)C)C(=O)C2CCN(C(=O)c3ccc(F)cc3)CC2)c(=O)[nH]c1=O	-8	-15	-6	-5	16	12	-10	-1
61	COc1ccc(C(=O)NC(=S)Nc2ccc([N+](=O)[O-])cc2C)cc1OC	-1	8	-7	4	21	-13	-4	-1
62	Cc1ccc(C(=O)N2CCN(c3ncccn3)CC2)cc1NC1=NC2CS(=O)(=O)CC2S1 (configuration not stated)	-4	7	-6	6	-6	-3	-6	0

# The order is random; about 3.6% have a hit in one of these screens.
